Assay outcomes: PubChem BioAssay, several laboratories
DAX1 inh-1 = inhibitors of DAX1 repression of SF-1 activated StAR promoter; HEK293T StAR-luciferase reporter, SF-1/DAX-1 repression relief; inhibition, % at 6.8 µM; actives 1.1% (n = 370,000); AID 652010;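 active = inhibition above the mean over all tested compounds plus 3 SD, cut at about 3.6% in these data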;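 also: 0% = DAX-1 cells with DMSO and 100% = cells lacking DAX-1 with DMSO; higher inhibition means more luminescence from relief of DAX-1 repression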
NR1D1 modulator = modulates human Rev-erb alpha binding to DNA; actives 0.79% (n = 370,000); activity, % at 10 µM; P20393; Rev-erbα–FITC-DNA binding, fluorescence polarization, 90 min; AID 1259318;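 active = activity above about 14%, limit read from the data; passing the limit was not always enough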;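 also: 0% = DMSO wells with 35 nM protein and 100% = DMSO wells with 750 nM protein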
PLC-gamma1 inh = blocks human PLC-gamma1 enzyme activity; P19174; purified PLC-gamma1, fluorogenic substrate, fluorescence; inhibition, % at 12.2 µM; actives 0.84% (n = 370,000); AID 720700; in the data active = inhibition above about 9.5%
DAX1 inh-2 = NR0B1 (DAX1) inhibition | actives 0.99% (n = 340,000) | HEK293 Gal4-DAX1 luciferase reporter, luminescence | AID 504766 | inhibition, % at 6.75 µM;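 active = inhibition above the mean over all tested compounds plus 3 SD, cut at about 4.2% in these data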;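 also: 0% = DAX1-transfected cells with DMSO and 100% = empty-vector control cells with DMSO; inhibition shows as a rise in luminescence from relieved DAX1 repression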
ADAM17 inh = inhibitors of human ADAM17. P78536. recombinant ADAM17, EDANS/DABCYL FRET peptide cleavage. inhibition, % at 6.95 µM. actives 0.83% (n = 370,000). AID 720648;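 active = inhibition above the mean of compounds lying between control limits plus 3 SD, set per campaign, cut at about 8.5% in these data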;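 also: 0% = DMSO-only wells as the low control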
hcDAF-12 act = activates DAF-12 receptor from parasite H. contortus | activation, % at 6.8 µM | actives 1.4% (n = 370,000) | AID 652067 | HEK293 hcDAF-12 lit1-tk-luc reporter, luminescence; 0% DMSO, 100% Δ7-dafachronic acid;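 active = activation above the mean of all tested compounds plus 3 SD, cut at about 5.5% in these data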;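 also: 100% = response to 3 µM Δ7-dafachronic acid high control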
ssDAF12 agonist = S. stercoralis DAF-12 activation, primary screen | HEK293 ssDAF-12/GRIP1 lit1-tk-luc reporter, luminescence; % of 3 µM dafachronic acid response | activation, % at 6.8 µM | actives 1% (n = 370,000);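 active = activation above the mean over all tested compounds plus 3 SD, cut at about 0.9% in these data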;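 also: 0% = DMSO-only wells and 100% = 3 µM delta7-dafachronic acid wells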
PLC-beta3 inh = blocks human PLC-beta3 enzyme activity | Purified PLC-beta3, fluorogenic substrate, fluorescence | inhibition, % at 12.2 µM | actives 0.18% (n = 370,000) | AID 720704; in the data active = inhibition above about 11%;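 also: 0% = median of compound wells on plate and 100% = full blocker control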
Target sequence (Q01970 whole entry, looked up): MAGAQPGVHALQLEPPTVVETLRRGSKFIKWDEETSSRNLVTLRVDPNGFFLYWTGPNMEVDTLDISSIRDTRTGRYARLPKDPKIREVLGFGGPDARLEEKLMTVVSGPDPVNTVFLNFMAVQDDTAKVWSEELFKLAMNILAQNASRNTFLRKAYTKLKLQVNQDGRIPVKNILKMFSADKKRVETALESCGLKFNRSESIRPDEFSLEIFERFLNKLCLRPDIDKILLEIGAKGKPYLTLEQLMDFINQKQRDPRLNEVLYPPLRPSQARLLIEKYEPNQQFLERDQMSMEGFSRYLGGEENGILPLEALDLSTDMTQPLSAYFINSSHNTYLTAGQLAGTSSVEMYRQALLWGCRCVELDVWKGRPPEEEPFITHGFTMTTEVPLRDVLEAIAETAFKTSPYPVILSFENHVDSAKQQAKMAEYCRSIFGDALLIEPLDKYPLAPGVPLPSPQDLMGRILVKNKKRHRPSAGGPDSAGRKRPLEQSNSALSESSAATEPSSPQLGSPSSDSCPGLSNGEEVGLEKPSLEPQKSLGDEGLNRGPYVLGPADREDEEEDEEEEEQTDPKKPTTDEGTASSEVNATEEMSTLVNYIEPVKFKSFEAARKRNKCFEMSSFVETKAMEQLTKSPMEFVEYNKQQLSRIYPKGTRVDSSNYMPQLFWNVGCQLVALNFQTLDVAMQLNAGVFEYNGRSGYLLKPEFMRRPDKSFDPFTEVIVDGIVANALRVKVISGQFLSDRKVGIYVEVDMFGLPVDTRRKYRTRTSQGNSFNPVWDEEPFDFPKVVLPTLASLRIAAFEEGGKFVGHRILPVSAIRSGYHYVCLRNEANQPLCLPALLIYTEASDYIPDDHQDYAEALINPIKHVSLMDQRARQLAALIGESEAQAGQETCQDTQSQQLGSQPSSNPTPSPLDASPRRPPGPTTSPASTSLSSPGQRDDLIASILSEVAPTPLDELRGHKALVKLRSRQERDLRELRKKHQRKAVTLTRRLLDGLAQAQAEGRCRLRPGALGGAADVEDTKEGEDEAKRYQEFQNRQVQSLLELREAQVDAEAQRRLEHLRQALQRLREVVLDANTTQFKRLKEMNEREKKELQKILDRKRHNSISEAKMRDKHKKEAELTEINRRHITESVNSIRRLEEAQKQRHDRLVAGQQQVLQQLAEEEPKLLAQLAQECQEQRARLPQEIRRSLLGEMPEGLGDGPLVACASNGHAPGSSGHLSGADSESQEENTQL
hgDAF-12 ag = activates the H. glycines DAF-12 receptor ligand-binding domain. HEK293 GAL4-hgDAF12 UAS-luciferase reporter, agonist luminescence; normalized to butyrate control. activation, % at 6.8 µM. actives 1.8% (n = 370,000). AID 687014;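 active = activation above a cutoff set at the mean of all screened compounds plus 3 SD, cut at about 10% in these data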;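 also: 0% = DMSO wells and 100% = sodium butyrate wells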
MBD2 inh = inhibitors of human MBD2 binding to methylated oligonucleotide. TR-FRET. Q9UBB5. actives 0.31% (n = 370,000). inhibition, % at 4.4 µM; in the data active = inhibition above about 13%
SMARCA2 act = activators of SMARCA2 function; MG213 cells, MMTV-luciferase reporter, dexamethasone, overnight; activation, % at 9.1 µM; actives 1% (n = 370,000); in the data active = activation above about 7.8%;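 also: 0% = vehicle wells and 100% = reference activator wells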
The depositor's hits bear a star; nt = no result given.

canonical_smiles | ssDAF12 agonist | PLC-gamma1 inh | DAX1 inh-1 | SMARCA2 act | hcDAF-12 act | hgDAF-12 ag | DAX1 inh-2 | ADAM17 inh | MBD2 inh | PLC-beta3 inh | NR1D1 modulator
COc1cc(CC(=O)Nc2sc3c(c2C(N)=O)CCCC3)cc(OC)c1OC | -0.6 | -5 | -0.2 | -2 | -2.7 | -0.8 | 1.0 | -4 | 0 | -9 | 14
C=CCn1c(SCC(=O)NC(=O)c2cccc([N+](=O)[O-])c2)nnc1-c1ccccc1F | -0.2 | 2 | 0.4 | -4 | 1.9 | -2.5 | 0.0 | 5 | 3 | 3 | 8
CN(Cc1cccs1)CC(O)COCc1ccco1 (stereo unspecified) | -1.8 | 2 | 0.3 | 0 | -0.4 | 0.8 | 3.2 | -1 | 2 | 0 | 4
CCC(=O)N1c2ccccc2-c2nnc(SC)nc2OC1c1ccc(OC)c(OC)c1 (stereo unspecified) | -0.6 | 6 | 0.7 | 3 | -2.4 | -1.4 | -1.1 | 1 | -1 | 5 | 5
Nc1nc(NCCO)nc(NC2CCCCC2)c1[N+](=O)[O-] | -1.8 | 1 | -0.4 | -2 | -3.1 | -1.1 | 0.4 | 1 | -3 | -1 | -3
O=C(O)Cc1sc(NCCc2ccccc2)nc1-c1ccc(F)cc1 | -0.5 | -17 | -0.5 | 1 | -1.5 | -0.5 | 0.9 | -1 | 1 | -28 | -2
O=S(=O)(NCC(c1ccco1)N1CCCCC1)c1ccccc1C(F)(F)F (stereo unspecified) | -1.0 | 1 | -0.4 | -1 | -1.4 | -3.5 | -0.4 | 1 | -5 | -3 | 7
Oc1ccc(N=Nc2n[nH]c(-c3ccc(Cl)cc3)n2)cc1 | -1.2 | 4 | 2.2 | 2 | 1.5 | 4.1 | -0.8 | 2 | -2 | 5 | 13
Cc1ccc(-n2nc3ccc(NC(=O)C(C)C)cc3n2)cc1 | 1.0* | -33 | 5.1* | 4 | 9.8* | 17* | 2.5 | -81 | -1 | -37 | -6
CCOC(=O)c1cn2nc(Oc3ccc(C)cc3)ccc2n1 | 0.3 | -5 | -0.1 | 15* | 0.9 | 2.3 | nt | -1 | 3 | -6 | -4
O=C(O)c1ccc(/C=N/Nc2nnnn2-c2ccccc2)cc1 | 1.6* | 0 | 0.4 | 2 | -0.2 | 0.0 | -2.0 | -2 | -2 | 3 | 2
O=C(Cn1cc(C(F)(F)F)cc(Cl)c1=O)NCC1COc2ccccc2O1 (stereo unspecified) | -0.9 | 5 | 1.9 | 0 | -1.7 | 2.8 | 0.7 | 2 | -1 | -5 | 3

Just SMARCA2 act (2 entries from above):
structure	SMARCA2 act
O=C(O)Cc1sc(NCCc2ccccc2)nc1-c1ccc(F)cc1	1
CCOC(=O)c1cn2nc(Oc3ccc(C)cc3)ccc2n1	15*

The listing continues:
canonical_smiles | ssDAF12 agonist | PLC-gamma1 inh | DAX1 inh-1 | SMARCA2 act | hcDAF-12 act | hgDAF-12 ag | DAX1 inh-2 | ADAM17 inh | MBD2 inh | PLC-beta3 inh | NR1D1 modulator
CCOC(=O)N1CCN(C(=O)c2ccc(N(C)S(C)(=O)=O)cc2)CC1 | -0.7 | 0 | -1.1 | 1 | -1.5 | 1.7 | -0.3 | -6 | 6 | 2 | -6
C=COC(=O)CSc1nc(-c2cccs2)ccc1C#N | 0.3 | -286 | 2.8 | 8.3* | 2.2 | 3.6 | 1.7 | -44 | -5 | -432 | 6
c1ccc2sc(Cc3nnc4n3CCCCC4)nc2c1 | -0.1 | -1 | 0.5 | 3 | 4.3 | 4.0 | 0.2 | -4 | -3 | 1 | 8
Cc1cnc(NC(=O)C2CCC(C(C)(C)C)CC2)s1 (stereo unspecified) | -0.6 | -1 | -0.3 | 1 | -1.3 | 0.1 | 2.0 | 2 | 0 | -4 | 0
COc1ccccc1NC(=O)C1C2C=CC(C2)C1C(=O)NCc1cccnc1 (stereo unspecified) | -1.8 | 1 | -0.1 | -2 | 0.1 | -0.1 | 1.3 | -2 | -3 | -3 | 2
CCc1nnc2n1N=C(c1ccc(-c3cc(Cl)ccc3Cl)o1)CS2 | -0.9 | 1 | -0.4 | 8.9* | -2.7 | 1.5 | -0.4 | 1 | -3 | -1 | 10
Cc1[nH]c(-c2ccc(F)cc2)cc1C(=O)N1CCN(c2ccccc2F)CC1 | -1.9 | -4 | -0.5 | 1 | -1.6 | 1.6 | 0.9 | 3 | 6 | -6 | -2
CCOC(=O)c1ccc(N2C=C(C(=O)OC)C(c3ccc(OC)c(O)c3)C(C(=O)OC)=C2)cc1 | -1.3 | -1 | 0.1 | -2 | -1.1 | -2.9 | -0.1 | -6 | -5 | 0 | -4
COC(=O)c1cc(NC(=S)Nc2cc(Cl)cc(Cl)c2)cc(C(=O)OC)c1 | -1.1 | -61 | -0.1 | 1 | 1.2 | -0.2 | -0.9 | -81 | -2 | -75 | 1
CC1(c2nnnn2-c2ccc3c(c2)OCCO3)CCC(=O)N1CCc1ccc(O)cc1 (stereo unspecified) | -0.9 | 1 | 1.8 | -2 | -2.3 | -0.8 | nt | -4 | -2 | 0 | -2
c1ccc(-n2c3ccccc3c3ccccc32)cc1 | -0.8 | 3 | -0.1 | 3 | 0.7 | 0.8 | nt | 0 | 2 | 0 | -1
CCCCNc1nc2ccccc2[nH]1 | -0.6 | -4 | -0.2 | 0 | 0.3 | -1.0 | 0.3 | -1 | 6 | -1 | -7
CCC(C)(C(=O)Nc1c(C)cccc1C)N(C)C(=O)c1ccc2ccccc2n1 (stereo unspecified) | -1.4 | 1 | 0.0 | 1 | -0.8 | -1.1 | -0.4 | -4 | 0 | -6 | -2
COC(=O)[C@]12C[C@H](CC(=O)NCCCN3CCCC3=O)C(=O)N(Cc3cccc4ccccc34)C1=C[C@H](C(C)C)O[C@@H]2C1CC1 | -1.2 | 1 | -0.3 | -1 | -1.0 | 5.0 | nt | -5 | 7 | 2 | 12
O=C(Nc1ccc(S(=O)(=O)N2CCCCC2)cc1)C1CCCN(C(=O)c2ccc(Cl)cc2)C1 (stereo unspecified) | -1.1 | 0 | -0.3 | -2 | 0.0 | -2.2 | -0.6 | 2 | -3 | 1 | 1
Cn1c(CN2CCCC2)nc2cc(NC(=O)C3CCCCC3)ccc21 | -2.0 | -75 | 0.3 | -1 | 0.1 | 2.3 | 0.3 | -13 | -5 | -118 | -3
O=C(CN1CCCCCCC1)N/N=C/c1ccc(F)cc1F | -0.3 | -2 | -0.1 | -2 | -2.3 | 1.0 | 1.1 | -1 | 2 | 3 | -4
C=CCn1c(C)cc(C(=O)Cn2c(C(C)O)nc3ccccc32)c1C (stereo unspecified) | -0.7 | 1 | -0.5 | -4 | -0.1 | -3.3 | -0.4 | -5 | 3 | -1 | -5
NC(N)=N/N=C/c1ccc2cccc(OCc3ccccc3)c2n1 | -1.1 | -362 | -0.1 | 3 | -1.3 | 0.7 | -0.1 | -24 | -2 | -416 | -3
CCN(C(=O)CCS(=O)(=O)c1cccc2nsnc12)c1cccc(C)c1 | -0.7 | 9 | 0.3 | -2 | -1.7 | 1.2 | 3.6 | 4 | 2 | 4 | 2
O=C(NCCCN1CCCC1=O)C(=O)Nc1cccc(F)c1 | -0.1 | -2 | 5.9* | 3 | 1.3 | 10 | 0.2 | -4 | 1 | -5 | 2
COc1ccccc1N(CC(=O)N/N=C/c1c(O)ccc2ccccc12)S(C)(=O)=O | -1.9 | -19 | -2.3 | -4 | -3.7 | -9.4 | -1.6 | 1 | 2 | -28 | -6
Cc1cccc(NC(=O)C2CC(=O)n3ncnc3N2)c1 (stereo unspecified) | -1.4 | 3 | 0.1 | 1 | -0.3 | -0.6 | nt | 3 | -7 | 1 | 5
COc1ccc(C(=O)N/C(=C\c2ccco2)C(=O)NCc2ccco2)cc1 | -0.6 | -12 | -0.1 | -1 | -1.7 | -0.1 | -0.5 | -2 | -10 | -19 | 1
CCCNS(=O)(=O)c1ccc(OCC(=O)NCc2ccc3c(c2)OCO3)cc1 | -0.5 | -1 | -0.7 | -1 | -1.3 | 2.2 | 0.9 | -1 | 2 | -1 | -5
C[C@@H]1CN([C@@H](C)CO)C(=O)CCCn2nncc2CO[C@@H]1CN(C)C(=O)c1ccc2ccn(C)c2c1 | -0.9 | -4 | 0.1 | -3 | -0.5 | -3.2 | 0.5 | -9 | 2 | -8 | 7
CC(=O)Nc1cccc(C(C)C2=CCCCC2)c1 (stereo unspecified) | -1.2 | -1 | -0.1 | 7.8* | -1.1 | 3.6 | nt | 5 | -3 | 3 | 0
Cc1ccc(S(=O)(=O)N(C)c2nc3ccccc3n3c(C(C)C)nnc23)cc1 | -0.4 | -12 | -0.1 | 1 | 3.0 | 0.4 | 0.2 | -7 | -2 | -17 | 7
Fc1cccc(Cl)c1CSc1ncn[nH]1 | -1.8 | -4 | 1.0 | -3 | -2.0 | 0.6 | -1.7 | 0 | 8 | -3 | -3
O=[N+]([O-])c1ccc(-c2csc(N3CCCCCC3)n2)cc1 | -1.3 | -1 | 0.4 | 5 | -0.1 | 1.0 | 0.8 | -1 | -1 | -9 | -3
COc1ccc(Nc2c(-c3cccc(OC)c3)nc3nc(C)cc(C)n23)cc1 | -1.4 | -44 | -0.5 | 1 | -2.4 | 0.0 | nt | -8 | 3 | -66 | 5
CN(CC(=O)Nc1ccccc1C(=O)NC1CC1)Cc1cccs1 | -0.9 | 4 | -1.6 | -3 | 0.2 | 2.6 | 0.5 | 6 | 1 | -9 | -3
O=C(COc1ccc(F)cc1)Nc1cc(S(=O)(=O)N2CCCCC2)ccc1N1CCCCC1 | -1.3 | -2 | -0.4 | -3 | -1.2 | -2.4 | 1.9 | 0 | 9 | -6 | 4
CCc1nn2cc(C(=O)c3cc(Cl)ccc3O)cnc2c1-c1ccc(F)cc1 | -1.2 | 0 | 0.7 | -2 | -0.3 | 0.2 | -0.9 | -1 | -1 | 1 | -4
CN(C)CCCNC(=O)c1ccc(Cl)c(S(=O)(=O)N(C)c2ccccc2)c1 | -1.0 | 2 | 0.3 | 0 | 0.9 | -0.9 | 0.7 | -2 | 4 | 0 | 4
CCCCNC(=O)Nc1ncn[nH]1 | -1.1 | 5 | -0.3 | -2 | -2.1 | 2.5 | 0.1 | 1 | 2 | 0 | 0
Cc1ccc(SC(C)C(=O)NCC(C)C)cc1 (stereo unspecified) | -1.7 | 2 | -0.4 | 1 | -0.8 | -0.3 | -0.1 | -3 | 3 | 0 | 4
COc1ccc(OCC(=O)Nc2ccc(S(=O)(=O)N3CCOCC3)cc2)cc1 | -0.9 | -2 | -0.5 | -2 | -1.1 | 0.6 | -1.2 | -6 | 4 | -1 | 0
CCN1N=C(c2ccccc2)CCC1=O | -1.1 | 5 | 0.2 | 1 | -1.8 | 1.1 | 1.4 | -3 | 1 | -2 | 7
Cc1ccccc1C(=O)NNC(=S)NC(=O)COc1ccccc1 | -0.5 | 3 | 0.1 | 3 | 0.2 | -1.4 | -0.7 | -5 | 3 | 2 | -1

An unsorted share of the library. Share with any hit: about 7.4%.
